# TDP1 cell CPT: DT40-hTDP1 cell growth loss with CPT; chicken DT40 Tdp1-/-;hTDP1 cells + 20 nM CPT, ATP luminescence, 48 h; Potency, µM (doses to about 46.2 µM), for inactives: at the highest dose activity change, negative = growth inhibition, usual class: inhibitors; actives 12% (n = 420,000); note: nearly all actives have a fitted effect of over 55% in size
#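 Chicken DT40 Tdp1-/- cells complemented with human TDP1, 400 cells/well, exposed to compounds plus 20 nM camptothecin for at least 48 h at 37 C; viability read as ATP content by CellTiter-Glo luminescence.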
# TDP1 cell noCPT: qHTS for Inhibitors of human tyrosyl-DNA phosphodiesterase 1 (TDP1): qHTS in cells in absence of CPT | DT40 Tdp1-/- hTDP1 cells, no CPT, ATP luminescence, 48 h | Potency, µM (doses to about 46.2 µM), without a hit: top-dose activity change, negative = growth inhibition, most hits filed as inhibitors | actives 15% (n = 420,000); note: nearly all actives have a fitted effect of over 55% in size
#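 Chicken DT40 Tdp1-/- cells stably complemented with human TDP1 were seeded at 400 cells/well with DMSO in place of 20 nM camptothecin. After compound pinning, cells grew at least 48 hr at 37 °C; viability read by CellTiter-Glo luminescence.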
# KAT2A inh: GCN5L2 (KAT2A) acetyltransferase inhibition; AID 504327; Potency, µM (series often up to 58.9 µM), without a hit: top-dose activity change, negative = inhibition, actives largely listed as inhibitors; GCN5L2 HAT assay, ThioGlo1 CoA-SH fluorescence; actives 0.21% (n = 390,000); Q92830
# Target sequence (Q92830 whole entry, looked up): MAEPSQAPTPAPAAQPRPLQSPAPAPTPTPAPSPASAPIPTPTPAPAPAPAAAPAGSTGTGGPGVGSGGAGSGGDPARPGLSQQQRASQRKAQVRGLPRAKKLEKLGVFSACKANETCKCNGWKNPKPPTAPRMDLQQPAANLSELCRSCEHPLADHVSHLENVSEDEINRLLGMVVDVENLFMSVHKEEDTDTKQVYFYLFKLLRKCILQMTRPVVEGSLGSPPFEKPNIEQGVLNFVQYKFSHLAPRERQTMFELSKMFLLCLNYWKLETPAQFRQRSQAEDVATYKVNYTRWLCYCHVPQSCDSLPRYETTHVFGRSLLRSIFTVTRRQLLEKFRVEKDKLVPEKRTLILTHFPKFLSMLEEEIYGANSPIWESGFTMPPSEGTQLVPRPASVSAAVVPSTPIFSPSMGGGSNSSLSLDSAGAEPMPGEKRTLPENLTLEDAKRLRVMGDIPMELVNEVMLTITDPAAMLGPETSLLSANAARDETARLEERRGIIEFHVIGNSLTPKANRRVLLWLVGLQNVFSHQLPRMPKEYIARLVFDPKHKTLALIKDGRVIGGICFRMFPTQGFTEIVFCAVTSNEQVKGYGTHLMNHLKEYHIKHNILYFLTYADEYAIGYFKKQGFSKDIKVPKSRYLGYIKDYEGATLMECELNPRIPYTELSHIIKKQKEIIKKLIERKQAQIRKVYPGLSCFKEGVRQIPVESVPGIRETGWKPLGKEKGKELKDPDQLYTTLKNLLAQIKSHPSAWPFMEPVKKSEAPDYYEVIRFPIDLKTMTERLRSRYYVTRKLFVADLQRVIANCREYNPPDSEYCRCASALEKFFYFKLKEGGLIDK
#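 GCN5L2 (20 nM) in 50mM HEPES pH 7.5, 0.1mM EDTA, 0.01% Tween-20 preincubated 15 min with compounds at room temperature. Reaction started with H3(1-25) 75uM, acetyl-CoA 70uM, ThioGlo1 50uM; CoA-thiol fluorescence (Ex340/Em540) read at 0 and 20 min.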
# * = called active by the depositor; u = inconclusive; x = not tested or not shown. Calls come from the whole dose curve; as a rule, active = well fitted curve in the direction sought with a large enough effect; inconclusive = small, poorly fitted or top-dose-only effect, or another doubt; inactive = no such curve, though single readings can be large; an effect the other way counts as inactive or inconclusive. % is set by controls: 0 for no effect and ±100 for the full control effect; potency is the fitted concentration of half-maximal effect.
SMILES,TDP1 cell CPT,TDP1 cell noCPT,KAT2A inh
CC(C)(C)C(=O)OCOP(=O)(COCCn1cnc2c(N)ncnc21)OCOC(=O)C(C)(C)C,-26%,-25%,4%
CC(C)(C)c1csc(NC(=O)CS(=O)(=O)c2ccccc2)n1,-2%,-21%,-4%
CS/C(=N\S(=O)(=O)c1ccc(F)cc1)c1ccccc1,u,u,x
COc1ccc(-c2c(-c3ccccc3OC)oc3ccccc23)cc1F,u,u,-5%
Fc1ccccc1CSc1ncnc2c1ncn2C1CCCCO1 (stereo not given),-16%,u,x
COc1ccc(-c2nc(C)ncc2-c2ccccc2)c(O)c1,-16%,-9%,-18%
CCOC(=O)c1cnc2nc[nH]n2c1=O,8%,8%,1%
CC(C)c1ccc(NC(=S)NCc2cccs2)cc1,-24%,-8%,-2%
O=C(/C=C/[C@H]1O[C@@H](n2cnc3c(NC(=O)c4ccccc4)ncnc32)[C@H](O)[C@@H]1O)NCC(c1ccccc1)c1ccccc1,u,u,x
C=CCNCc1cccn1-c1sc2c(c1C#N)CCCC2,21µM*,21µM*,-3%

# Part of the list above in order of number of heavy atoms, lowest first.
SMILES,TDP1 cell CPT,TDP1 cell noCPT,KAT2A inh
CCOC(=O)c1cnc2nc[nH]n2c1=O,8%,8%,1%
C=CCNCc1cccn1-c1sc2c(c1C#N)CCCC2,21µM*,21µM*,-3%
COc1ccc(-c2nc(C)ncc2-c2ccccc2)c(O)c1,-16%,-9%,-18%
Fc1ccccc1CSc1ncnc2c1ncn2C1CCCCO1 (stereo not given),-16%,u,x
COc1ccc(-c2c(-c3ccccc3OC)oc3ccccc23)cc1F,u,u,-5%
CC(C)(C)C(=O)OCOP(=O)(COCCn1cnc2c(N)ncnc21)OCOC(=O)C(C)(C)C,-26%,-25%,4%
O=C(/C=C/[C@H]1O[C@@H](n2cnc3c(NC(=O)c4ccccc4)ncnc32)[C@H](O)[C@@H]1O)NCC(c1ccccc1)c1ccccc1,u,u,x

# The list continues:
SMILES,TDP1 cell CPT,TDP1 cell noCPT,KAT2A inh
Cc1ccc(C2(C)NC(=O)N(CC(=O)N3CCN(S(=O)(=O)c4cccc(F)c4)CC3)C2=O)cc1 (stereo not given),-7%,-23%,-4%
COc1ccccc1OCCn1c(SCC(N)=O)nc2ccccc21,-2%,-7%,0%
Cc1ccc(C(=O)c2ccccc2C(=O)OCC(=O)NCCc2ccc(Cl)cc2Cl)cc1,u,u,-10%
CCCNC(=O)NC(=O)CSc1nc2ccccc2c(=O)n1Cc1ccncc1,-25%,-21%,-12%
CN(Cc1ccccc1)c1c([N+](=O)[O-])c(=O)n(C)c2ccccc12,u,15µM*,-3%
CCCCN1C(=O)/C(=C/C=C2\SCCN2C)SC1=S,u,-71%,-18%
CCCN(CC(=O)Nc1ccccc1C)C(=O)Cc1c[nH]c2ccccc12,u,-6%,x
CCC(Oc1ccccc1)C(=O)Nc1nnc(S(=O)(=O)N(CC)CC)s1 (stereo not given),-29%,-24%,-4%
Cc1cc(N2C(=O)C(=O)/C(=C(/O)c3ccccc3)C2c2cccs2)no1 (stereo not given),0%,3%,-10%
Cc1cccc(OCCCN2CCOCC2)c1,14%,9%,3%

# Complete entries, quoted from the list. Screens in order: TDP1 cell CPT	TDP1 cell noCPT	KAT2A inh
# Profile of CCCCN1C(=O)/C(=C/C=C2\SCCN2C)SC1=S → u	-71%	-18%
# Profile of COc1ccc(-c2nc(C)ncc2-c2ccccc2)c(O)c1 → -16%	-9%	-18%
# Profile of CCCNC(=O)NC(=O)CSc1nc2ccccc2c(=O)n1Cc1ccncc1 → -25%	-21%	-12%
# Profile of Cc1ccc(C2(C)NC(=O)N(CC(=O)N3CCN(S(=O)(=O)c4cccc(F)c4)CC3)C2=O)cc1 (stereo not given) → -7%	-23%	-4%
# Profile of CC(C)c1ccc(NC(=S)NCc2cccs2)cc1 → -24%	-8%	-2%

# Next section
SMILES,TDP1 cell CPT,TDP1 cell noCPT,KAT2A inh
CC(C)(C)c1ccc(OCC(=O)O/N=C(\N)c2ccncc2)cc1,-25%,-21%,x
O=C(CN1CCN(C(c2ccccc2)c2ccccc2)CC1)NCc1ccccc1,5%,u,-13%
O=S(=O)(NCC1CCCN(Cc2ccccc2)C1)c1cccc2cccnc12 (stereo not given),-2%,-4%,-1%
O=C(N/N=C/c1ccccc1C(=O)O)c1cccc(S(=O)(=O)N2CCCCC2)c1,-5%,8%,-9%
O=C1CCCc2c1[nH]c1ccc(Cl)cc21,-4%,-15%,-10%
Cn1c(N)c(C(=O)COC(=O)/C=C/c2ccc(Cl)cc2Cl)c(=O)n(C)c1=O,u,16µM*,-8%
O=C(Nn1cnnc1)c1ccc([N+](=O)[O-])cc1,0%,-4%,3%
Cc1ccc(C)c(OCCC(=O)NCCc2ccc(F)cc2)c1,u,u,u
CCN1CCN(CC(=O)Nc2cc(S(=O)(=O)N(CC)c3ccccc3)ccc2Cl)CC1,u,u,1%
Nc1nc(Nc2ccccc2F)nc(N2CCOCC2)c1[N+](=O)[O-],7%,-25%,-9%
O=C(NC1CCCC1)C(c1ccncc1)N(C(=O)c1csnn1)c1ccc(F)cc1 (stereo not given),-2%,12%,0%
Cc1cccc(C)c1-n1nnnc1C1(C)CCC(=O)N1Cc1ccc(F)cc1 (stereo not given),u,u,x
COc1ccccc1-c1nc(NCc2cccnc2)c2ccccc2n1,-17%,u,-13%
Cc1ccc(S(=O)(=O)NCCNC(=O)N2CCOCC2)cc1,6%,-1%,-2%
CCCCNC(=O)C[C@@H]1C[C@@]2(C(=O)OCC)CCCC=C2N(Cc2ccc3c(c2)OCO3)C1=O,u,21µM*,x
CCN(CCCNC(=O)c1[nH]c(C)c(C(C)=O)c1C)c1cccc(C)c1,u,u,0%
O=C(Nc1ccc(F)cc1)N1CCc2ccccc2C1,-28%,u,-6%
Fc1ccccc1NC(=S)Nc1ccc(Br)cc1,15µM*,23µM*,-12%
CC(=O)Nc1ccc(NC(=O)c2sc3nc4n(c(=O)c3c2C)CCCCC4)cc1,12µM*,10µM*,-3%
CSCC(=O)N1CCCC(CNC(=O)c2ccccc2Cl)C1 (stereo not given),-6%,-27%,-6%
CC(C)(C)OC(=O)NCCCC[C@H](NC(=O)c1[nH]cnc1C(=O)Nc1ccccc1)C(=O)OC(C)(C)C,15µM*,23µM*,-26%
O=C(Nc1nc2c(Cl)c(Cl)ccc2s1)C1CC1,-20%,-11%,-15%
Cc1ccc(C(=O)Nc2cccc([N+](=O)[O-])c2)cc1S(=O)(=O)Nc1ccc(NC(=O)c2ccccc2)cc1,16µM*,16µM*,-7%
Cn1cc(C(=O)c2cccc(Cl)c2)cc1/C=N\O,1%,-19%,-7%
Cc1cccc(C(=O)Nc2ccc(S(=O)(=O)N3CCOCC3)cc2C)c1,3%,-13%,-29%
CCCc1nnc(SCC(=O)O)n1CC,-15%,13%,-17%
CCOC(=O)c1ccc(NC(=S)NCc2ccc(F)cc2)cc1,u,u,x
COCc1nnc(NC(=O)c2cc(OC)c(OC)cc2[N+](=O)[O-])s1,-7%,-1%,2%
O=c1cc(-c2ccccc2)nc2c(Cl)cc(Cl)cn12,-6%,u,x
CCCS(=O)(=O)NC(=O)C1(C)CCCN(C(=O)c2ccc(OC)cc2)C1 (stereo not given),-4%,9%,x
CCn1c(CNC(=O)c2ccc(F)cc2)cc2ccccc21,-8%,u,0%
c1cc(-n2nnc3cnccc32)ccn1,-3%,9%,0%
O=C(CSc1ccc(Cl)cc1)Nc1cccc(NC(=O)c2ccco2)c1,u,-26%,-3%
O=C(O)c1c[nH]c2nccnc12,2%,3%,x
O=C(O)c1cccc(S(=O)(=O)N2CCOCC2)c1,-23%,1%,-1%
Cc1ccc(C(=O)COc2ccc3c(C)cc(=O)oc3c2)cc1,7%,u,-16%
Cc1ccc(CNn2cn[nH]c2=S)cc1,-2%,-23%,x
O=C(OCc1ccc(Br)cc1)c1cccc(-c2nnc(-c3ccccc3)o2)c1,u,u,9%
Cc1cc(C)nc(SCc2cn3c(C)cc(C)nc3n2)n1,14%,-8%,-10%
COc1cc(C(O)c2nc(-c3cccc(F)c3)cs2)ccc1F (stereo not given),u,18µM*,x
COc1ccc(OC)c(C(=O)NC(CC(N)=O)c2ccc(N3CCCCCC3)c([N+](=O)[O-])c2)c1 (stereo not given),u,u,u
O=C(N/N=C/c1cccc(Cl)c1)C(c1ccncc1)N1CCOCC1 (stereo not given),-1%,-12%,0%
Cc1nn2c(c1-c1ccccc1)NC1=C(C(=O)CCC1)C2c1ccccc1 (stereo not given),-3%,-14%,-11%
NC(=O)c1ncn([C@@H]2O[C@H](CNCc3ccc(OCC(=O)Nc4ccccn4)cc3)[C@@H](O)[C@H]2O)n1,-12%,-3%,x
COc1ccc(Nc2cc(Nc3cc(OC)c(OC)c(OC)c3)ncn2)cc1,18µM*,21µM*,-2%
CC(=O)Nc1ccc(S(=O)(=O)N(C)CC(=O)Nc2cccc(S(=O)(=O)N3CCCC3)c2)cc1,u,-30%,u
O=C1NC(=Nc2cccc(O)c2)S/C1=C\c1cccc([N+](=O)[O-])c1,2%,u,-9%
CCCn1cc(SCC(=O)NCc2ccc3c(c2)OCO3)c2ccccc21,u,-62%,u
CS(=O)(=O)Nc1cccc(NC(=O)c2cccc3c(-c4cccnc4)coc23)c1,12µM*,16µM*,x
COC(=O)CCCC1=CC2=C(c3ccccc3)C(=O)C(C)(OC(=O)C3CCCC3)C(=O)C2=CN1c1ccc(OC)cc1 (stereo not given),21µM*,u,-5%
# Next records
SMILES,TDP1 cell CPT,TDP1 cell noCPT,KAT2A inh
Cc1nc2c(=O)oc3ccccc3c2n1-c1ccccc1,5%,-5%,-5%
CCCCC1(C)Nc2ccccc2-c2nc3ccccc3n21 (stereo not given),16µM*,u,-15%
CCOC(=O)c1c(C)[nH]c(CCC(=O)NCc2ccc(CC)cc2)c1C,u,18µM*,-4%
Cc1cc(C(=O)CSc2nc(N)cc(=O)[nH]2)c(C)n1-c1ccc(OC(F)F)cc1,2.6µM*,1.8µM*,-13%
O=C(O)c1cc(-c2ccc(Cl)cc2)n(-c2ccc(F)cc2)n1,18%,-7%,54%
CCCCc1c(-c2ccccc2OC)ncn1CCc1ccc(Cl)cc1,u,21µM*,x
CCC(Sc1ncccc1C(=O)Oc1ccccc1Cl)C(=O)Nc1ccccc1OC (stereo not given),u,u,-8%
COc1ccc(CN(C(=O)Cc2cccs2)C(C(=O)NC2CCCC2)c2ccncc2)cc1 (stereo not given),u,u,-5%
CCOP(=O)(OCC)C(Nc1ccccn1)c1ccccc1 (stereo not given),-15%,-20%,1%
Cc1ccccc1CNC(=O)CN1C(=O)CCCc2ccccc21,-7%,-17%,-10%
CN(C)/N=C/c1cc(Cl)cc([N+](=O)[O-])c1O,5%,-9%,-5%
COc1ccccc1NS(=O)(=O)c1cc(NC(=O)C2CCCO2)ccc1C (stereo not given),-8%,-12%,-4%
CCOc1ccc(C(=O)c2cn(Cc3ccccc3OC)c3ccc(F)cc3c2=O)cc1,16µM*,21µM*,-8%
Cc1cc2nc(CO)[nH]c2cc1C,0%,4%,-4%
COc1ccc(-n2c(=O)c3ccccc3n(CC(=O)NCc3ccco3)c2=O)cc1,12%,-19%,0%
Cc1cc(C)n2nc(C(=O)OCC(=O)N3C(C)CCCC3C)nc2n1 (stereo not given),26%,-15%,0%
O=C(c1ccc2c(c1)CCN2S(=O)(=O)c1ccccc1)N1CCN(c2cccc(Cl)c2)CC1,u,u,-9%
O=C(NCc1ccc(Cl)cc1)c1ccc2ccccc2n1,3%,-13%,-5%
C/C(=N/NC(=O)CN1CCN(Cc2ccccc2Cl)CC1)c1cccnc1,3%,-14%,1%
O=C(O)CCc1ccc(-c2ccc(Br)cc2)n1-c1ccccc1O,-16%,-24%,-5%
Cc1ccc(/C=N/c2sc3c(c2C(N)=O)CCCC3)o1,1%,2%,-7%
Cc1ccc2nc(N(Cc3cccnc3)C(=O)COc3ccccc3)sc2c1,u,-8%,2%
COc1ccc(COC(=O)CN2C(=O)NC3(CC(C)CC(C)(C)C3)C2=O)cc1F (stereo not given),-6%,-19%,-1%
CCOc1ccc(C(=S)NC2CCCCC2)cc1OC,u,u,1%
O=C(NN1CCOCC1)c1cc(-c2cccc(Cl)c2)nc2ccccc12,u,u,-1%
COc1ccc(Br)cc1S(=O)(=O)NCCCN1CCOCC1,-8%,-14%,-1%
Clc1ccccc1CSc1nncn2c1cc1occc12,-8%,u,-6%
Cc1ccc(CN=c2c([N+](=O)[O-])nn(-c3ccc4c(c3)OCCO4)n2O)cc1,u,23µM*,-10%
CC1(C)CC(=O)N(CC(=O)NC2CCCC2)c2ccccc2S1(=O)=O,4%,-1%,-4%
S=C(NCc1ccco1)N/N=C/c1ccccc1Cl,u,u,-6%
COc1ccc(CNC(=O)c2ccc3c(c2)CCN3S(=O)(=O)c2ccccc2)cc1,12µM*,18µM*,-10%
COc1ccc(NC(=O)N2CCC3(CC2)CCN(C(=O)c2csnn2)CC3)cc1,1%,-11%,-1%
COc1ccc(-c2cnc3c(NC(C)=O)cc(-c4ccc(S(C)(=O)=O)cc4)cn23)cc1OC,u,18µM*,x
